Source: PubChem BioAssay (Broad Institute)
GSIS activator = GLuc luminescence reporter in INS-1E cells, primary screen for activators of glucose-dependent secretion of insulin | INS-1E GLuc reporter insulin secretion, 2-3 h | activation, % at 16.6 µM | 370,000 tested, 0.61% active | AID 743287;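 active = lowest replicate activation of at least 40%, so every replicate reaches that level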;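 also: 0% = median of neutral control wells and 100% = median of IBMX positive control wells; some compounds called inactive have numbers as strong as hits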
* marks the source's active call; other numbers are inactive results. These rows are one share of the data. The share of hits here may be higher or lower than overall.

SMILES	GSIS activator
Cn1cc(CNC(=O)c2cc(-c3ccccc3)nc3ccc(Br)cc23)cn1	8.8
COC(=O)COc1ccc(S(=O)(=O)N2CCOCC2)cc1C	4.0
Cc1ccc(S(=O)(=O)/C(C#N)=C/c2c[nH]c3ccccc23)cc1	-16.4
Cc1nc(C)c(-c2nnc(-c3ccc(C(C)(C)C)cc3)o2)cc1C(=O)NN	-8.6
O=C(/C=C/c1ccc2c(c1)OCO2)NCCSCc1c(Cl)cccc1Cl	-11.3
Cc1nc(SCC(=O)c2cc3ccccc3oc2=O)c(C#N)c(C)c1C(=O)Nc1ccccc1	41.5
Cc1cc(Br)c2nc3c(c(C(=O)O)c2c1)CCCCC3	-6.0
CC(=O)Nc1sc2c(c1C(N)=O)CCCC2	2.2
CC1(C)CC(=O)C=C(NCc2ccc(Cl)c(Cl)c2)C1	15.0
Cc1ccc2c(C)nc(Nc3nc(CSc4nnnn4-c4ccccc4)cc(=O)[nH]3)nc2c1	-5.9
Nc1cc(N)nc(SCC(=O)c2ccccc2)n1	21.0
COCCCNC(=O)CC(NS(=O)(=O)c1ccc(OC)cc1)c1ccc(OC)cc1 (configuration not stated)	2.3
CC(=O)Nc1cnn(Cc2ccc(Br)cc2)c1	-8.1
COc1ccc(CN(C(=O)CN2C(=O)c3ccccc3S2(=O)=O)C(C(=O)NCC2CCCO2)c2ccncc2)cc1 (configuration not stated)	11.2
COC(=O)c1cc(OC)nc2c1c(=O)n(C)c(=O)n2C	-3.8
O=C(Nc1cccc2c1CCCC2)C1CCCN(S(=O)(=O)c2cccc3nonc23)C1 (configuration not stated)	3.2
O=C1C2C3C=CC(C2C(=O)N1CCCO)C1C2C(=O)N(CCCO)C(=O)C2C31 (configuration not stated)	19.2
CCCOc1ccc(C2C(=O)N(C3CCCCC3)CC(=O)N2C2CC2)cc1OC (configuration not stated)	5.1
O=C1CN(C(=O)COc2ncnc3ccccc23)c2ccccc2N1	8.1
Fc1ccc(-c2nnc(Cc3nnc(-c4ccc(F)cc4)o3)o2)cc1	4.9
Cc1cc2c(cc1C)N(C(=O)CSC1=NCCS1)C(C)(C)c1ssc(=S)c1-2	-34.8
Cc1nc(NS(=O)(=O)c2ccccc2C)c2c3c(sc2n1)CCC3	-8.6
CC(C)c1ccc(NC(=O)COC(=O)CSc2nnc(N)s2)cc1	-4.7
Cc1cccc(-c2noc(CCCC(=O)N3CCOCC3)n2)c1	6.6
O=C(CNC(=O)Cc1ccccc1)NCC(=O)OCC(=O)c1ccc(Cl)cc1	10.1
New compounds follow:
SMILES	GSIS activator
COc1ccc(-c2cc(C(=O)Nc3nc4c(C)cccc4s3)c3ccccc3n2)cc1OC	-2.8
COc1ccc(-c2nn3c(-c4cccc(C)c4)nnc3s2)cc1OC	4.8
Cc1nnc(SCC(=O)OC2CC(C)CCC2C(C)C)[nH]c1=O (configuration not stated)	22.2
CC(/C=N\N1CCN(c2ccc(Cl)cc2)CC1)=C\c1ccccc1	18.8
O=C1Cc2ccccc2Sc2cc(OCCCN3CCCCC3)ccc21	2.4
CC(C)(C)c1[nH]c2ccccc2c1/C=N/O	3.9
CS(=O)(=O)N1CCN(c2ccc(NC(=O)c3ccc(-c4ccc(Cl)cc4)o3)cc2)CC1	80.0*
O=C(Oc1cccc(-n2cnnn2)c1)c1ccco1	9.9
CCCOc1ccc(OCCCCNC(C)CC)cc1 (configuration not stated)	-4.3
COc1cc(NS(=O)(=O)c2ccc(NC(=O)c3ccc(C)o3)cc2)nc(OC)n1	15.9
CC(C)(SC(=S)N1CCOCC1)C(=O)O	39.3
CN(C(=O)Nc1ccc(Cl)c(Cl)c1)c1ccccc1C(=O)O	-41.3
O=C(NCCN1CCCC1)c1cc(-c2ccncc2)nc2ccc(S(=O)(=O)N3CCOCC3)cc12	-2.2
CCNC(=S)N1CCN(CCN=CC2=C(O)CC(c3cccs3)CC2=O)CC1 (configuration not stated)	9.2
O=C(O)C1C2C=CC3(CN(Cc4ccccn4)C(=O)C13)O2 (configuration not stated)	3.3
CCCC(=O)Oc1ccc(N(C(=O)CCC)S(=O)(=O)c2cccc([N+](=O)[O-])c2)cc1	6.5
COC(=O)c1ccc(CSc2nnc(Nc3ccccc3OC)s2)o1	-15.4
CC(C)Cc1cc(C(=O)O)c2ccccc2n1	-9.1
Cc1cc(OC(=O)c2ccco2)c2c(C)cc(=O)oc2c1	33.0
O=C(O)CC1NC(=O)N(c2ccccc2)C1=O (configuration not stated)	3.0
CN1C(=O)/C(=C\c2ccncc2)SC1=Nc1ccccc1	66.7*
Cc1ccccc1Cc1c(C)nc2ncnn2c1C	-2.8
O=C(c1ccc(Br)s1)N1CCN(C/C=C/c2ccccc2)CC1	-21.9
Oc1cccc(/C=N/Nc2cc(N3CCCC3)nc(N3CCCC3)n2)c1	17.4
CCc1nnc(NC(=O)CSc2nnc(COc3cccc(C)c3)o2)s1	-4.9
New compounds follow.
SMILES	GSIS activator
CCOc1ccc(NC(=O)CCC(=O)c2ccc(-c3ccccc3)cc2)cc1	7.4
COc1ccc(CNC(=O)c2ccc(SC)cc2OC)cc1	25.8
COC(=O)c1cc(C(=O)Nc2nnc(CC(C)C)s2)cc([N+](=O)[O-])c1	-23.5
CCCCCNC(=O)CCn1c(=O)oc2ccccc21	21.3
O=C(O)CSc1nc(SCc2ccccc2Cl)nc2c1CCCC2	21.1
COc1ccc(C(=O)C[n+]2ccc3c(c2)nc(-c2ccccc2)n3C)cc1	-3.5
CSc1ncc(Cl)c(C(=O)Nc2ccccc2Cl)n1	16.8
COc1ccc(NC(=O)C(c2ccc(OC)cc2)N(C)C(=O)Cc2cccs2)cc1 (configuration not stated)	-20.5
CCCCn1c(-c2csc3c2CCCC3)n[nH]c1=S	-8.8
CC(C)(C)c1ccc(C(=O)NCCC(=O)N2CCN(c3ncccn3)CC2)cc1	-9.6
O=C(O)c1cc2cc(Cl)ccc2oc1=O	-22.4
O=C(Oc1ccc(-c2cn3c(n2)SCC3)cc1)c1ccccc1	-24.6
COc1ccc(-c2nnc(SCC(=O)N3CCOCC3)n2C)cc1OC	8.0
CCc1c(C)c(C#N)c2nc3ccccc3n2c1NCCN(C)C	18.0
COc1cccc(NC(=S)NCCC(c2ccccc2)c2ccccc2)c1	-1.9
Cc1ccc(NC(=O)CN2CCN(CCN=CC3=C(O)CC(C)(C)CC3=O)CC2)cc1	2.7
Cc1ccsc1C(=O)OCC(=O)Nc1sccc1C(N)=O	10.2
CCc1c(C)nc2cc(-c3ccc(OC)c(OC)c3)nn2c1N1CCCC1	-24.8
Cc1nnsc1C(=O)Nc1ccccc1Cl	14.4
C/C(CC(C)(C)C1CCCCC1)=N\NC(N)=S	-3.3
CC(C)C(O)(C#CCN1CCCC1)c1ccccc1 (configuration not stated)	5.1
O=C(CSc1nnc(-c2ccco2)n1CC1CCCO1)N1CCCCC1 (configuration not stated)	13.0
Cc1cccc(N(NC(=O)C(C)(C)O)C(=O)c2ccccc2)c1	16.4
Cc1nn(C)c2ncc(C(=O)c3cc(F)ccc3O)cc12	-2.0
COc1ccc(S(=O)(=O)N2CCN(CC(=O)Nc3cc(OC)cc(OC)c3)CC2)cc1	-2.3
(listing goes on)
SMILES	GSIS activator
CCCc1cc2c(cc1NC(=O)c1ccccc1F)OCO2	42.8
CC(=O)Oc1ccc(-c2cccc(C(=O)O)c2)cc1	0.4
O=S(=O)(Nc1ccc(N=Nc2ccccc2)cc1)c1ccccc1	-27.9
O=C(COc1ccccc1)NCc1ccc2c(c1)OCO2	13.3
Cc1cc(NC(=O)c2cc(C(C)C)on2)no1	1.3
C=CCOC(=O)C1C(=O)CC(C)(O)C(C(=O)OCC=C)C1c1ccc(OC)cc1 (configuration not stated)	5.3
CCCOc1ccccc1NC(=O)CC1Nc2ccccc2NC1=O (configuration not stated)	-14.5
Cn1c2ccccc2c2cnn(CC(=O)O)c(=O)c21	4.7
O=C(Nc1ccccc1)c1cnc[nH]1	6.2
COc1cc(C(=O)Sc2ccc(C)cc2)cc(OC)c1OC	14.2
CC1(C)CC(=O)C2=C(C1)OC1=C(C(=O)CC(C)(C)C1)C2c1ccc(O)cc1O	-28.7
CC(C)(C)OC(=O)N/N=C/c1ccc(C(=O)O)cc1	3.5
COc1ccc2cc(CCNC(=O)C3CC3)c(=O)[nH]c2c1	5.0
CC1CCCN(CCCNC(=O)C2CC(=O)N(c3ccc(F)c(Cl)c3)C2)C1 (configuration not stated)	5.7
CCc1ccc2[nH]c(=O)c(CN(CCCN3CCOCC3)C(=O)Nc3ccc(Cl)cc3)cc2c1	-15.4
COc1ccc(CCNC(=O)C2CCN(S(=O)(=O)c3ccc(Cl)cc3)CC2)cc1OC	-12.7
COc1cc(NC(=O)COC(=O)C2CC2)c(C)cc1[N+](=O)[O-]	8.7
COC(=O)C1=C(C)N=C2SC(C#N)=C(N)N2C1c1cccc(OC)c1 (configuration not stated)	8.7
Cn1c(=O)c(C(=O)CN2CCc3ccccc32)c(N)n(Cc2ccccc2)c1=O	11.5
Cc1cc(C)cc(NC(=O)CCNS(=O)(=O)c2ccc3c(c2)oc(=O)n3C)c1	12.3
COc1cccc(NC(=O)CCSc2ccc3ccccc3n2)c1	2.1
CC(C)C(NC(=O)COc1ccc2ccccc2c1)C(=O)N/N=C/C=C/c1ccccc1 (configuration not stated)	31.6
C1CCCN(CCCCN2CCCCCC2)CC1	13.0
CCc1nnc(NC(=O)CSc2nc3c(C)cccc3[nH]2)s1	5.4
N#CNC1=NCN(Cc2ccccc2)CN1	10.7

Reformatted: results already given.
GSIS activator	SMILES
13.3	O=C(COc1ccccc1)NCc1ccc2c(c1)OCO2
1.3	Cc1cc(NC(=O)c2cc(C(C)C)on2)no1
5.3	C=CCOC(=O)C1C(=O)CC(C)(O)C(C(=O)OCC=C)C1c1ccc(OC)cc1 (configuration not stated)
-14.5	CCCOc1ccccc1NC(=O)CC1Nc2ccccc2NC1=O (configuration not stated)
4.7	Cn1c2ccccc2c2cnn(CC(=O)O)c(=O)c21

Additional records follow.
SMILES	GSIS activator
COc1ccc(CCNc2ccncn2)cc1OC	45.4*
Cc1ccccc1OC1C(=O)N(Cc2ccc3c(c2)OCO3)C1c1sccc1C (configuration not stated)	-13.7
COC(=O)c1cc(C(=O)OC)cc(N2C(=O)CC(NNC(=O)c3ccccc3Cl)C2=O)c1 (configuration not stated)	4.5
Cc1ccc(C(=O)CSc2nnc(-c3ccccc3)n2-c2ccccc2)o1	25.3
CCOC(=O)C1CCN(C(=O)c2cn(C)c(=O)c3cc(OC)c(OC)cc23)CC1	15.0
O=C(COC(=O)CNC(=O)c1ccco1)Nc1ccc(Cl)cn1	4.7
O=C(Nc1ccccc1C(=O)NCCc1ccccc1)c1ccco1	26.2
Cc1cccc(N2CCN(S(=O)(=O)c3cccc4nonc34)CC2)c1C	-26.8
N#Cc1c(N)sc2c1CCCCCC2	-16.2
CCN1CCN(C(c2cccs2)C(C)NC(=O)c2ccco2)CC1 (configuration not stated)	17.8
Cc1nnc(SCC(=O)Nc2sc3c(c2C(N)=O)CCCC3)[nH]c1=O	2.7
CCOC(=O)c1ccccc1NC(=O)c1cc2sccc2n1C	-9.9
O=C(Cc1ccc(-n2cccc2)cc1)N1CCc2ccccc21	-0.9
CCSc1ncc(Cl)c(C(=O)Nc2ccccc2)n1	-3.6
O=C(NCCCn1ccnc1)c1cc2c(s1)CCCCC2	1.3
Cc1ccc(C(=O)N2CCCC2)c(F)c1F	18.5
CC(C)CCNc1ncnc2c1nnn2Cc1ccccc1Cl	44.8
COC(=O)c1cc(C(=O)OC)n(Cc2ccc(Cl)cc2Cl)n1	5.8
O=C(c1cc2ccccc2o1)N1CCN(S(=O)(=O)c2cccs2)CC1	4.4
CCOC(=O)c1cnc2c(N=Nc3cccc(Cl)c3)c(N)nn2c1N	15.0
COC(=O)c1ccc(N2CCC(C)CC2)c(N)c1	-20.0
NCCOc1cnn(-c2ccccc2Cl)c(=O)c1Cl	2.6
COc1ccc(CCNC(=O)CCCCn2c(=O)[nH]c3ccccc3c2=O)cc1OC	16.2
CCOc1ccc(Br)cc1S(=O)(=O)Nc1nc(CN2CCOCC2)nc2sc(C)c(C)c12	3.6
CC1CC(C)CN(c2ccc(C(=O)OCC(=O)NC3CCCc4ccccc43)cc2[N+](=O)[O-])C1 (configuration not stated)	5.5

4 compounds already listed, sorted by the value under GSIS activator, ascending:
SMILES	GSIS activator
Cc1ccccc1OC1C(=O)N(Cc2ccc3c(c2)OCO3)C1c1sccc1C (configuration not stated)	-13.7
CCSc1ncc(Cl)c(C(=O)Nc2ccccc2)n1	-3.6
Cc1nnc(SCC(=O)Nc2sc3c(c2C(N)=O)CCCC3)[nH]c1=O	2.7
O=C(c1cc2ccccc2o1)N1CCN(S(=O)(=O)c2cccs2)CC1	4.4

Following part
SMILES	GSIS activator
CCOc1ccc(NC(=O)[C@@H](NC(=O)c2ccccc2)[C@@H](C)CC)cc1	-23.1
O=C(O)CC1Sc2nc3ccccc3n2C1=O (configuration not stated)	0.9
CCOc1ccc(S(=O)(=O)Nc2ccc(C(=O)N/N=C(\C)c3ccc(-n4ccnc4)cc3)cc2)cc1	-11.1
COC(=O)CSc1nnc(SCc2ccccc2)s1	1.9
COCCCNC(=O)NC(=O)c1ccccc1	-0.4
COc1cccc(NC(=O)Cn2c(SCC(=O)N3CCOCC3)nc3ccccc32)c1	3.9
CCCCc1[nH]c(=O)c(C#N)c2c1CSC(C)(C)C2	28.6
O=C(CN1CCN(c2ccccc2F)CC1)Nc1ccccc1F	-2.8
COc1cccc(C(=O)NCc2ccc(-c3nc4ccccc4s3)cc2)c1	20.7
O=C(CN1CCSCC1)N/N=C/c1ccccc1F	3.9
CCN1C(=O)CC(C(=O)NC)SC1=Nc1cc(Cl)c(O)c(Cl)c1 (configuration not stated)	20.2
COc1cccc(C(=O)Nc2ccc3c(c2)C(=O)N(CCC(=O)O)C3=O)c1	4.7
Nc1ccc(Nc2ccccc2N)cc1	16.5
Cc1nnc(Nc2ccccn2)c2ccccc12	-17.1
COc1ccc(C(=O)CSc2nnc(CN3CCCCC3)n2-c2ccc(F)cc2)cc1OC	-2.9
Cc1ccc(CN2C(=O)CCC2C(=O)NCc2cccnc2)cc1 (configuration not stated)	-6.4
Cc1ccc(-c2c(C)sc(NC(=O)C3C4CCC(O4)C3C(=O)O)c2C(=O)OC(C)C)cc1 (configuration not stated)	-11.7
